Compound activity: PubChem, several laboratories
Yp Topo-I inh: inhibitors of Yersinia pestis topoisomerase I | Y. pestis Topo-I cleavage product accumulation, plate reader | 0.064% of 360,000 active | activity, % at 10 µM; in the data active means activity above about 50%, passing the limit was not always enough; further: inactives centre near 2
SSB-PriA inh: K. pneumoniae PriA-SSBct interaction inhibition; inhibition, % at 33 µM; AlphaScreen SSBct-PriA binding, biotinylated peptide; 0.6% of 430,000 active; in the data active means inhibition mostly above about 37%, no sharp cut-off; inactive means mostly below about 20%;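 further: plate controls were negative control peptide for no effect and reference peptide for full effect; strong numbers were not always called active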
3CLpro inhibitor: SARS-CoV 3CLpro protease inhibition; P0C6X7; recombinant SARS-CoV 3CLpro, quenched FRET peptide cleavage; inhibition, % at 6 µM; 0.14% of 290,000 active; in the data active means inhibition above about 12%
PrPC surface inh: cell surface PrPC inhibition, primary TR-FRET screen; P04156; TR-FRET read-out; inhibition, % at 13.8 µM; 0.43% of 370,000 active; in the data active means inhibition above about 24%; further: 0% = median of the test wells and 100% = reference compound wells
Anthrax LF inh2: anthrax lethal factor protease inhibition; multiplex microsphere protease cleavage assay, LF; 0.12% of 360,000 active; inhibition, % at 10 µM; P15917; further: plate controls were buffer without enzyme for full effect and enzyme alone for no effect
Target sequence (P15917 whole entry, looked up): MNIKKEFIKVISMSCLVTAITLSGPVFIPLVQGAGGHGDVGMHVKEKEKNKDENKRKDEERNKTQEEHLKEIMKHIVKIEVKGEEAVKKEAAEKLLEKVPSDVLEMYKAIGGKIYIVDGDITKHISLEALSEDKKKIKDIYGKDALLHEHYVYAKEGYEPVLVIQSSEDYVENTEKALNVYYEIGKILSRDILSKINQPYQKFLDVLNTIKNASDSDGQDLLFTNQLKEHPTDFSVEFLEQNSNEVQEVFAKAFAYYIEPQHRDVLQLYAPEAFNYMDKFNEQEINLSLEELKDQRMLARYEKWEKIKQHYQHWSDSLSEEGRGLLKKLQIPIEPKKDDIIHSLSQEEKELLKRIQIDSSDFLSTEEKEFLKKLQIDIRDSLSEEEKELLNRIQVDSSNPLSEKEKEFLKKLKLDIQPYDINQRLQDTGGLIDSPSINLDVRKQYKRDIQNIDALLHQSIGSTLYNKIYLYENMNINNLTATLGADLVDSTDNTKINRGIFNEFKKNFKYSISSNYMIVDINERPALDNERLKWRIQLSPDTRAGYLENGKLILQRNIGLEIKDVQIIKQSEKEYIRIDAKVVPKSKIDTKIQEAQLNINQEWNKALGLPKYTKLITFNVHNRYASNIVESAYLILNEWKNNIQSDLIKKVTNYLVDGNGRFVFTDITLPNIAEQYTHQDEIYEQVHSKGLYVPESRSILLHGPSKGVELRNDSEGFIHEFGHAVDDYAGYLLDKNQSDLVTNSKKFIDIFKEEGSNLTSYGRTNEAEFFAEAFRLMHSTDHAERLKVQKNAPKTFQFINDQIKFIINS
TcdB GH inh: TcdB glycohydrolase inhibition. TcdB glycohydrolase enzymatic assay, plate reader. inhibition, % at 9.99 µM. 0.24% of 350,000 active. AID 652162; in the data active means inhibition above about 10%
BoNT-A LC inh2: inhibitors of Botulinum neurotoxin A light chain protease; multiplex microsphere protease substrate cleavage, flow cytometry; inhibition, % at 10 µM; 0.17% of 360,000 active; AID 588499; further: plate controls were buffer without enzyme for full effect and enzyme alone for no effect
Vc quorum ag: quorum light induction in luxS cqsA deficient V. cholerae | V. cholerae BH1578 lux reporter, luminescence, 6 h | 0.16% of 350,000 active | activation, % at 18.7 µM; in the data active means activation mostly above about 9.7%, no sharp cut-off; further: not every result past the cut was called active; inactives centre near 0; reference of the scale not given here
PfHsp40 yeast: restores yeast growth despite PfHsp40 toxicity; growth rescue, % at 12.5 µM; 0.68% of 340,000 active; AID 504582; S. cerevisiae expressing PfHsp40, growth rescue, ATP luminescence; in the data active means growth rescue above about 28%, passing the limit was not always enough;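 further: yeast W303a lacking pdr1 and pdr3 grown in galactose medium; growth measured after three days at 30 °C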
Active calls of the source: *; i = inactive; nt = no result given; & = joins results of further samples. Unless noted, no stated cut-off is given here; in the data, active means inhibition above about 30%; inconclusive means no clear call, values can overlap the other calls; inactive means below that. Some of the compounds tested. The share of hits here may be higher or lower than overall.

SMILES	Yp Topo-I inh	SSB-PriA inh	3CLpro inhibitor	PrPC surface inh	Anthrax LF inh2	TcdB GH inh	BoNT-A LC inh2	Vc quorum ag	PfHsp40 yeast
CC(C)C(NC(=O)c1ccccc1)C(=O)N/N=C\c1ccco1 (stereo unspecified)	-1	nt	-1	-5	1	nt	0.4	-0.3	-1.1
CCOC(=O)CCn1nc(-c2ccccc2)cc1N	-4	12	4	1	2	nt	0.7	-0.7	0.1
O=C(CN1CCSCC1)N/N=C/c1ccc(F)c(F)c1	2	nt	-8	1	1	nt	1.2	-0.2	0.7
CCC1CCC2(CC1)NC(=O)N(CC(=O)NCc1ccc(Cl)cc1)C2=O (stereo unspecified)	4	7	nt	1	-7	-0.8	-0.5	0.0	-0.8
CC1CCCCC1NC(=O)CCS(=O)(=O)c1ccc2c(c1)NC(=O)CO2 (stereo unspecified)	-1	-9	4	3	0	2.5	1.4	-0.6	-1.8
Nc1ccc2nc(CCCCc3nc4ccccc4[nH]3)[nH]c2c1	-19	10	0	1	-16	7.2	-9.1	0.6	-0.4
O=[N+]([O-])c1cccc(C2Nc3cccc4cccc(c34)N2)c1	-20	3&33	0	2	2	7.2	1.5	-0.3	-0.6
COc1ccc(CCNC(=O)CCC(=O)n2ncc3cc(C)ccc32)cc1OC	16	-2	-7	12	-12	0.8	-0.1	-0.2	0.3
O=C1C(=NO)C(c2ccccc2)Oc2ccccc21 (stereo unspecified)	-9	2	nt	-4	0	1.2	0.1	2.2	-1.8
Cn1ccnc1C1CCCCN1C(=O)c1cc(COc2ccc(F)cc2F)on1 (stereo unspecified)	11	8	2	2	-2	2.5	0.0	i	-1.6
CC(=O)Nc1nc(C)c(Cc2ccccc2)c(=O)[nH]1	-2	-10	0	0	4	nt	0.5	-4.0	-1.1
O=C(c1ccc(CS(=O)Cc2cccc(Cl)c2)o1)N1CCN(c2ccc(F)cc2)CC1 (stereo unspecified)	15	nt	nt	0	0	1.7	-0.2	i	nt
Cc1ccc(N2CC(C(=O)Nc3nnc(SCc4cccnc4)s3)CC2=O)cc1 (stereo unspecified)	24	8	0	-3	-7	2.1	1.2	0.3	1.1
COc1ccc(-c2cn(CCC(=O)NCc3ccc(C)cc3)c(CCN)n2)cc1	-18	24	nt	-6	-12	0.6	-0.8	-0.4	-0.8
COc1ccc(S(=O)(=O)N(CC(=O)N/N=C/c2cccs2)c2ccc(C)cc2)cc1OC	6	nt	8	-1	1	nt	0.1	i	1.1
CN(C)CCNC(=O)c1onc(CSc2ccc(F)cc2)c1C(=O)NCCN(C)C	-1	-25	nt	7	-3	-1.1	0.3	-1.2	34*
Cn1ncc(Br)c1C(=O)NC1CCCCCC1	9	-6	-2	-6	2	0.7	-1.1	-0.1	-1.2
CCn1nnc2cc(C(=O)N3CCC(C(=O)OC)CC3)ccc21	8	-5	nt	3	4	-8.2	0.3	i	0.8
CN1CCN(C(=O)c2cc3c(c(-c4cccc(-c5cccnc5)c4)n2)[C@@H](CCO)N(C(=O)CC2CC2)C3)CC1	nt	nt	nt	-4	5	-0.4&0.0	-0.3	nt	nt
O=C(NCc1ccon1)C1CCC(=O)N(Cc2cccc(C(F)(F)F)c2)C1 (stereo unspecified)	-3	-10	5	8	-4	1.3	-0.2	i	0.1

12 structures out of the list, ordered by count of non-hydrogen atoms, highest first:
SMILES	Yp Topo-I inh	SSB-PriA inh	3CLpro inhibitor	PrPC surface inh	Anthrax LF inh2	TcdB GH inh	BoNT-A LC inh2	Vc quorum ag	PfHsp40 yeast
CN1CCN(C(=O)c2cc3c(c(-c4cccc(-c5cccnc5)c4)n2)[C@@H](CCO)N(C(=O)CC2CC2)C3)CC1	nt	nt	nt	-4	5	-0.4&0.0	-0.3	nt	nt
COc1ccc(S(=O)(=O)N(CC(=O)N/N=C/c2cccs2)c2ccc(C)cc2)cc1OC	6	nt	8	-1	1	nt	0.1	i	1.1
O=C(c1ccc(CS(=O)Cc2cccc(Cl)c2)o1)N1CCN(c2ccc(F)cc2)CC1 (stereo unspecified)	15	nt	nt	0	0	1.7	-0.2	i	nt
CN(C)CCNC(=O)c1onc(CSc2ccc(F)cc2)c1C(=O)NCCN(C)C	-1	-25	nt	7	-3	-1.1	0.3	-1.2	34*
COc1ccc(-c2cn(CCC(=O)NCc3ccc(C)cc3)c(CCN)n2)cc1	-18	24	nt	-6	-12	0.6	-0.8	-0.4	-0.8
O=C(NCc1ccon1)C1CCC(=O)N(Cc2cccc(C(F)(F)F)c2)C1 (stereo unspecified)	-3	-10	5	8	-4	1.3	-0.2	i	0.1
CCC1CCC2(CC1)NC(=O)N(CC(=O)NCc1ccc(Cl)cc1)C2=O (stereo unspecified)	4	7	nt	1	-7	-0.8	-0.5	0.0	-0.8
CC(C)C(NC(=O)c1ccccc1)C(=O)N/N=C\c1ccco1 (stereo unspecified)	-1	nt	-1	-5	1	nt	0.4	-0.3	-1.1
O=[N+]([O-])c1cccc(C2Nc3cccc4cccc(c34)N2)c1	-20	3&33	0	2	2	7.2	1.5	-0.3	-0.6
O=C(CN1CCSCC1)N/N=C/c1ccc(F)c(F)c1	2	nt	-8	1	1	nt	1.2	-0.2	0.7
CCOC(=O)CCn1nc(-c2ccccc2)cc1N	-4	12	4	1	2	nt	0.7	-0.7	0.1
Cn1ncc(Br)c1C(=O)NC1CCCCCC1	9	-6	-2	-6	2	0.7	-1.1	-0.1	-1.2

(continued)
SMILES	Yp Topo-I inh	SSB-PriA inh	3CLpro inhibitor	PrPC surface inh	Anthrax LF inh2	TcdB GH inh	BoNT-A LC inh2	Vc quorum ag	PfHsp40 yeast
CCOc1ccc(Br)cc1C(=O)N/N=C/c1ccc([N+](=O)[O-])cc1	0	nt	-3	7	-7	1.5	-0.3	i	0.7
COc1ccc(NC(=O)CN(C)C(=O)CCC2CCCC2)cc1	11	-5	2	4	-2	1.9	1.1	3.4	0.8
Cc1ccc(S(=O)(=O)N/N=C\c2cn(-c3ccccc3)nc2-c2ccccc2)cc1	10	nt	7	-6	-1	nt	0.7	i	19
c1ccc(-c2ccc(-c3ccccn3)s2)nc1	1	-2	-2	-25	6	-1.1	3.9	i	1.6
CCCc1cc(=O)[nH]c(SCC(=O)N(CC)C2CCS(=O)(=O)C2)n1 (stereo unspecified)	-9	-17	1	nt	5	nt	0.4	-0.7	0.7
CCOc1cccc(OCCCCn2cnc3ccccc3c2=O)c1	-4	0	6	2	-4	0.3	-0.5	i	0.0
CCN(Cc1nc(-c2ccccc2)no1)C(=O)c1ccco1	-2	-4	-2	3	-2	-0.3	1.6	i	2.1
O=C(Nc1ccc(N2CCN(C(=O)c3ccco3)CC2)cc1)c1ccccc1Br	12	2	-5	5	-4	4.1	2.9	0.6	-1.5
C=C(C)Cn1c2ccc(NC(=O)CCc3cccnc3)cc2c(=O)n1C	3	nt	nt	-2	-6	-0.1	-0.3	i	nt
Clc1ccccc1Cc1noc(CN2CCCCC2c2ccccn2)n1 (stereo unspecified)	-4	-15	5	5	0	0.4	-0.4	nt	1.0
COc1cc(CN2CCCC(C(=O)c3ccc(SC)cc3)C2)cc(Cl)c1O (stereo unspecified)	-8	20	1	-7	-4	0.7	-2.4	i	1.0
CS(=O)(=O)N1CCc2cc(C(=O)Nc3ccccc3Cl)ccc21	4	-12	5	7	24	-6.7	-2.3	-0.7	-1.2
Cc1nc(CNC(=O)C2CCC(=O)N(CCc3ccc(Cl)cc3)C2)sc1C (stereo unspecified)	22	-7	-2	3	0	-0.4	-3.1	-0.3	-1.1
O=C1Nc2ccccc2Nc2ccccc21	-2	-1	0	-1	3	-0.3	-1.6	i	-0.5
Cc1ccc(-c2csc(N3CCC[C@@H]3C(=O)NCCn3c(-c4ccncc4)nc4ccccc43)n2)cc1	-1	10	4	-1	2	0.5	0.1	i	0.9
CCOC(=O)CN(C(=O)c1ccccc1)c1ccccc1C	8	-17	4	0	0	nt	0.6	-1.9	-0.8
Cc1nnc(Sc2cc(C(=O)NC3CC3)c3ccccc3n2)s1	0	-8	2	-12	4	0.4	-0.2	0.6	-0.6
N#Cc1nc(-c2ccco2)oc1NCCc1ccccc1	-4	17	-8	-2	-2	nt	-0.2	i	4.5
C[C@@H]1CN(S(=O)C(C)(C)C)[C@@H](CCO)/C1=C\c1ccccc1 (stereo partly specified)	0	-6	nt	8	7	0.9	0.1	-2.0	0.6
CCN(CC)c1ccc(/C=C2\C(=N)N3N=C(CC(=O)N4CCOCC4)SC3=NC2=O)cc1	11	-4	-2	12	-1	-0.2	1.6	i	0.3

Record cards, as listed above. Values in the order: Yp Topo-I inh | SSB-PriA inh | 3CLpro inhibitor | PrPC surface inh | Anthrax LF inh2 | TcdB GH inh | BoNT-A LC inh2 | Vc quorum ag | PfHsp40 yeast
O=C1Nc2ccccc2Nc2ccccc21 is listed with -2 | -1 | 0 | -1 | 3 | -0.3 | -1.6 | i | -0.5
CS(=O)(=O)N1CCc2cc(C(=O)Nc3ccccc3Cl)ccc21 is listed with 4 | -12 | 5 | 7 | 24 | -6.7 | -2.3 | -0.7 | -1.2

Next entries follow:
SMILES	Yp Topo-I inh	SSB-PriA inh	3CLpro inhibitor	PrPC surface inh	Anthrax LF inh2	TcdB GH inh	BoNT-A LC inh2	Vc quorum ag	PfHsp40 yeast
CCCc1nn(-c2cc(Cl)ccc2OC)c2c1C(=O)CC(C)(C)C2	15	-34	1	2	3	-0.2	0.1	-0.3	-0.2
O=S(=O)(Nc1cccc(S(=O)(=O)N2CCOCC2)c1)c1cccs1	5	-2	2	4	-1	0.4	1.7	0.0	-1.8
COc1ccc(S(=O)(=O)N(CCCN2CCOCC2)Cc2ccc(OC)c(OC)c2)cc1	2	-1	5	-2	-3	nt	-0.3	-0.9	2.6
Cc1ccc(S(=O)(=O)Nc2cccc(C(=O)NCC3(N4CCCCC4)CCCCC3)c2)cc1F	3	-4	nt	-10	-3	0.6	2.6	i	-0.1
Cc1ccccc1NC(=S)NC(C)C(c1cccs1)N1CCOCC1 (stereo unspecified)	20	-2	-6	4	-2	-0.3	-0.6	-0.4	0.8
O=c1[nH]c(=O)n(C2OC(CO)C(O)C2O)cc1Br (stereo unspecified)	2	-2	-9	4	-6	0.5	-1.4	-0.3	0.4
CCC1(CC)NC(=O)N(CC(=O)OCC(=O)Nc2ccccc2OC(F)F)C1=O	4	-6	nt	4	nt	0.7	nt	-0.3	0.5
CN1CCN(CCC(=O)N/N=C/c2ccccn2)CC1	3	nt	2	-6	18	0.7	-4.8	-2.3	-0.2
CCCC1(c2ccccc2)NC(=O)N(CC(=O)Nc2sc(-c3ccccc3)cc2C(=O)OCC)C1=O (stereo unspecified)	1	5	4	7	0	nt	2.0	i	-0.9
N#C/C(=C\c1ccc(OCc2ccc(F)cc2)cc1)C(=O)Nc1cccc(C(=O)O)c1	6	-5	1	-1	-4	0.3	-1.1	-3.7	-0.6
O=C(CN1CCc2cc3c(cc2C1)OCCCO3)Nc1ccc(S(=O)(=O)N2CCCC2)cc1	27	5	-2	-5	2	-2.0	-0.7	0.2	-0.8
Cc1ccc2c(c1)-c1nc3ccccc3cc1C2=NC1CCCCC1	-8	-6	-1	5	-1	1.0	0.4	-0.3	12
CCOc1ccc(OCC)c(NC(=O)CN2CCN(c3cc(C)ccc3C)CC2)c1	36	11	12	-2	-4	nt	-0.3	i	1.9
O=C(Nc1ccc(N2CCN(C(=O)C3CC3)CC2)cc1)c1cccs1	-3	9	-2	-3	-3	1.7	0.3	-0.2	6.0
COCCn1c(CCC(=O)O)nc2c1c(=O)[nH]c(=O)n2CC(C)C	-5	-2	0	3	1	nt	0.3	-0.1	0.1
CCn1c(SCc2cc(=O)n3ccsc3n2)nc2ccccc21	8	-5	-1	5	-1	3.9	1.5	i	-0.5
NC(=O)c1ccnc2c(O)cccc12	-2	41*	nt	-8	-1	-2.1	-0.6	-0.8	-1.9
C#CCNC(=O)C1=C[C@H](c2coc3ccccc3c2=O)C[C@H](OCCCCO)O1	9	-5	0	1	-8	-0.6&-0.9	-0.1	i	-1.0
